Screening results from PubChem.
hIAP activ: increases human intestinal alkaline phosphatase activity | purified human IAP, CDP-Star luminescence, 30 min; stronger effect = higher value; 1 = vehicle-only enzyme, 0 = enzyme-free background | activation factor at 10 µM | 0.16% of 330,000 active | AID 2524;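 active means activation factor of the enzyme at least 2-fold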; further: the source names both 10 and 20 µM as test concentration; values of inactives mirror those of a sister screen read the other way
MIN6 prolif: induces beta-cell replication in MIN6 cells; proliferation, % at 10 µM; 0.29% of 330,000 active; MIN6 cells proliferation, ATPlite luminescence, 48 h; cells starved in 0.2% serum; 100% = growth in 10% serum;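 active means compounds whose signal lies at least 3.5 SD above the mean of all wells on their plate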;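 further: 0% = DMSO-treated cells in low-serum medium and 100% = 10% serum control; some compounds called inactive have numbers as strong as hits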
hIAP block: blocks human intestinal alkaline phosphatase; P09923; purified IAP, CDP-Star luminescence, 30 min; inhibition, % at 10 µM; 0.12% of 330,000 active; AID 2544;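 active means inhibition reaching a set limit with compound at 10 µM in the primary screen, cut at about 35% in these data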;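 further: plate controls were DMSO wells with enzyme for no effect and no-enzyme buffer wells for full effect; values of inactives mirror those of a sister screen read the other way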
SENP1 inh: blocks the human SENP1 SUMO protease catalytic domain; recombinant SENP1 catalytic domain, CyPet-SUMO1-YPet FRET cleavage; inhibition, % at 10 µM; 0.21% of 360,000 active; AID 624204;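 active means inhibition at least 30% at 10 µM, raw YFP signal under a set limit, fluorescence ratio 0.5 to 1.5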;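 further: 0% = enzyme with DMSO and 100% = no enzyme wells; some results filed as inactive read as strong as hits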
Target sequence (Q9P0U3 419-644 limits assumed): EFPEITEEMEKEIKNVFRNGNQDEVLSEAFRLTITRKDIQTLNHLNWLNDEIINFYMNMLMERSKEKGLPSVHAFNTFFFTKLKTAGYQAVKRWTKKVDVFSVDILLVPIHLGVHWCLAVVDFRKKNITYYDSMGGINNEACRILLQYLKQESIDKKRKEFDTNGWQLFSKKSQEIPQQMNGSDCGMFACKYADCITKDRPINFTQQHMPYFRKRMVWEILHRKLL
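Test system: hSENP1 catalytic domain, recombinant; Amount: 20 pM final SENP1 enzyme; Medium: Tris pH 8 buffer plus EDTA, NaCl, BME, BSA, NP40, catalase; Schedule: 50 min enzyme reaction, room temperature, light-protected; Technique: FRET fluorescence in CFP and YFP emission channels; Controls: no-enzyme wells low, DMSO-plus-enzyme wells high control.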
APOBEC3A inh: blocks human APOBEC3A ssDNA deamination; P31941; recombinant A3A, FAM/TAMRA ssDNA deamination fluorescence; inhibition, % at 20 µM; 0.41% of 330,000 active;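 active means at least 40% inhibition at 20 µM here, with at most 30% in a related deaminase screen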;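 further: plate controls were A3A with DMSO for no effect and wells lacking A3A enzyme for full effect; some results filed as inactive read as strong as hits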
Target sequence (P31941 whole entry, looked up): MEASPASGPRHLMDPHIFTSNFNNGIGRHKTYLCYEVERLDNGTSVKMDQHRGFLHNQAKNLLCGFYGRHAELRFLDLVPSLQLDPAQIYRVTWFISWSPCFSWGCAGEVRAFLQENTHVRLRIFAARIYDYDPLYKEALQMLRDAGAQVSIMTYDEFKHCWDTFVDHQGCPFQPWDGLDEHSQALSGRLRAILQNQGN
APOBEC3G inh: blocks human APOBEC3G single-stranded DNA deamination; Q9HC16; recombinant A3G, ssDNA deamination FAM/TAMRA fluorescence; inhibition, % at 20 µM; 0.28% of 330,000 active; AID 493012;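 active means inhibition of at least 40% at 20 µM, with no more than 30% in the related APOBEC3A deaminase screen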;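 further: plate controls were DMSO wells with A3G for no effect and wells lacking A3G enzyme for full effect; some compounds called inactive have numbers as strong as hits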
Target sequence (Q9HC16 whole entry, looked up): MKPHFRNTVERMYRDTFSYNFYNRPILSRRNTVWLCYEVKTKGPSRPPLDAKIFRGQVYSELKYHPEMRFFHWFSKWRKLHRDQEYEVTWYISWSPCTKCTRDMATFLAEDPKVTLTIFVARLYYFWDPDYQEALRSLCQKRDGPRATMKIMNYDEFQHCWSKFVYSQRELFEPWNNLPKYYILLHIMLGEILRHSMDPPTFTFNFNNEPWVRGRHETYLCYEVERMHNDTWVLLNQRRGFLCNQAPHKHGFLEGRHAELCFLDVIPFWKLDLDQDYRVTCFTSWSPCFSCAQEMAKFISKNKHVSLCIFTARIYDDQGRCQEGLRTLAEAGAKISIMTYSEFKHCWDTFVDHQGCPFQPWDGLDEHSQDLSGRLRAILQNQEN
NLRP3 yeast inh: blocks the NALP3 inflammasome reconstituted in yeast. Yeast reconstituted NLRP3/ASC/caspase-1, beta-gal luminescence, 24 h. inhibition, % at 10 µM. 0.39% of 330,000 active;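 active means inhibition of 50% or more; inactive means inhibition below 50%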;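 further: plate controls were induced DMSO wells for no effect and uninduced yeast grown without galactose for full effect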
mIAP activ: increases mouse intestinal alkaline phosphatase activity; muIAP, CDP-Star luminescence, 30 min; stronger effect = higher value; 1 = vehicle-only enzyme signal, 0 = enzyme-free wells; activation factor at 10 µM; 0.24% of 330,000 active; AID 2805;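 active means activation factor of at least 2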; further: the source names both 10 and 20 µM as test concentration; values of inactives mirror those of a sister screen read the other way
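Assay system: mouse IAP enzyme / Compound: DMSO-dissolved test compounds / Timing: 30 min, room temperature / Measured by: luminescence from enzymatic CDP-Star hydrolysis / Control set: DMSO-only wells, enzyme-free buffer wells as negative control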
mIAP inh: blocks mouse intestinal alkaline phosphatase; purified mouse IAP, CDP-Star luminescence, 30 min; inhibition, % at 10 µM; 0.2% of 330,000 active; AID 2806;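 active means inhibition of at least 40% at 10 µM in the primary screen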;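 further: plate controls were DMSO with enzyme for no effect and no enzyme wells for full effect; values of inactives mirror those of a sister screen read the other way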
* marks the source's active call; other numbers are inactive results.

Results for Cc1cccn2c(CN(C)C3CCOC3)c(C(=O)N3CCCCC3)nc12 (stereo not given) ?
hIAP activ: 1.16; MIN6 prolif: 1.7; hIAP block: -15.9; SENP1 inh: -2.5; APOBEC3A inh: 1.7; APOBEC3G inh: 3.0; NLRP3 yeast inh: 12.5; mIAP activ: 0.96; mIAP inh: 4.0

Results for CC(C)(C)NC(=O)Cn1c(-c2nonc2N)nc2ccccc21 ?
hIAP activ: 1.07; MIN6 prolif: -1.5; hIAP block: -6.8; SENP1 inh: -0.1; APOBEC3A inh: 0.0; APOBEC3G inh: -4.2; NLRP3 yeast inh: 28.3; mIAP activ: 1.01; mIAP inh: -1.2

What do the screens show for `NC(=O)CSc1nc2ccccc2c(=O)n1Cc1ccco1`?
hIAP activ: 1.02; MIN6 prolif: -1.3; hIAP block: -1.7; SENP1 inh: 1.3; APOBEC3A inh: 0.7; APOBEC3G inh: -1.8; NLRP3 yeast inh: 6.8; mIAP activ: 0.889; mIAP inh: 11.1

What do the screens show for `CCC(C)N(C(=O)COC(=O)C1C(C(=O)OC)=C(C)NC(C)=C1C(=O)OC)C1CCS(=O)(=O)C1` (stereo not given)?
hIAP activ: 1.01; MIN6 prolif: -2.3; hIAP block: -1.2; SENP1 inh: -2.1; APOBEC3A inh: -1.6; APOBEC3G inh: -5.9; NLRP3 yeast inh: 5.8; mIAP activ: 1.01; mIAP inh: -1.2

How did COc1ccc(OCC(=O)NS(=O)(=O)c2ccc(Cl)cc2)cc1 do in these assays?
hIAP activ: 1.04; MIN6 prolif: -2.0; hIAP block: -3.8; SENP1 inh: -0.5; APOBEC3A inh: 1.2; APOBEC3G inh: -4.7; NLRP3 yeast inh: 5.6; mIAP activ: 1.03; mIAP inh: -3.0

What do the screens show for `COc1ccc(CN2CCNC(=O)C2CC(=O)NCCc2nc(C)c3c(n2)CCC3)cc1C` (stereo not given)?
hIAP activ: 0.97; MIN6 prolif: -2.5; hIAP block: 3.0; SENP1 inh: -8.1; APOBEC3A inh: -2.7; APOBEC3G inh: -4.5; NLRP3 yeast inh: 18.9; mIAP activ: 0.941; mIAP inh: 5.9

Results for Cc1cccc(C)c1OCc1cc(C(=O)NCC2COCCO2)no1 (stereo not given) ?
hIAP activ: 0.91; MIN6 prolif: -1.4; hIAP block: 9.0; SENP1 inh: -0.3; APOBEC3A inh: 4.1; APOBEC3G inh: 2.9; NLRP3 yeast inh: 7.4; mIAP activ: 1.05; mIAP inh: -4.9

What do the screens show for `CC1=C(C(=O)OCC(C)C)C23C(=O)c4ccccc4C2(O1)OC(N)=C3C#N` (stereo not given)?
hIAP activ: 0.945; MIN6 prolif: -1.2; hIAP block: 5.5; SENP1 inh: 6.4; APOBEC3A inh: -2.6; APOBEC3G inh: -4.5; NLRP3 yeast inh: -0.1; mIAP activ: 0.925; mIAP inh: 7.5

Results for COc1ccc(C(CNC(=O)CCNS(=O)(=O)c2ccc(C)cc2)N2CCOCC2)cc1 (stereo not given) ?
hIAP activ: 1.05; MIN6 prolif: -0.7; hIAP block: -4.7; SENP1 inh: 1.6; APOBEC3A inh: -1.8; APOBEC3G inh: -14.9; NLRP3 yeast inh: 18.9; mIAP activ: 0.962; mIAP inh: 3.8

What do the screens show for `COc1ccc(NC(=O)C2CCCN2S(=O)(=O)c2cccc3nsnc23)c(OC)c1` (stereo not given)?
hIAP activ: 0.839; MIN6 prolif: -3.0; hIAP block: 16.1; SENP1 inh: 2.1; APOBEC3A inh: 1.7; APOBEC3G inh: 1.6; NLRP3 yeast inh: 11.0; mIAP activ: 0.957; mIAP inh: 4.3

What do the screens show for `Cc1ccc(C(=O)NCc2ccccn2)cc1S(=O)(=O)N1CCOCC1`?
hIAP activ: 1.09; MIN6 prolif: 3.5; hIAP block: -8.8; SENP1 inh: -0.2; APOBEC3A inh: -4.2; APOBEC3G inh: -8.8; NLRP3 yeast inh: 23.9; mIAP activ: 1.13; mIAP inh: -12.8

What do the screens show for `Cc1cccc(NC(=O)C2CC(=O)N/C(=N/N=C/c3ccco3)S2)c1` (stereo not given)?
hIAP activ: 0.953; MIN6 prolif: -0.7; hIAP block: 4.7; SENP1 inh: 1.6; APOBEC3A inh: 2.5; APOBEC3G inh: -5.1; NLRP3 yeast inh: 1.5; mIAP activ: 0.952; mIAP inh: 4.8

Results for Cc1cc(C)c(NC(=O)C2CC(=O)N(C(C)C)C2)c(C)c1 (stereo not given) ?
hIAP activ: 1; MIN6 prolif: -2.1; hIAP block: -0.3; SENP1 inh: 0.5; APOBEC3A inh: -6.4; APOBEC3G inh: -20.1; NLRP3 yeast inh: 11.2; mIAP activ: 0.99; mIAP inh: 1.0

How did COC(=O)c1c(NC(=S)Nc2ccccc2Cl)sc(C)c1C do in these assays?
hIAP activ: 1.02; MIN6 prolif: -1.9; hIAP block: -2.5; SENP1 inh: -11.5; APOBEC3A inh: -2.2; APOBEC3G inh: -3.4; NLRP3 yeast inh: 23.1; mIAP activ: 0.87; mIAP inh: 13.0

What do the screens show for `CCCc1ccc(NC(C)C(=O)Nc2ccc(S(=O)(=O)N3CCOCC3)cc2)cc1` (stereo not given)?
hIAP activ: 1.07; MIN6 prolif: -3.3; hIAP block: -7.5; SENP1 inh: 0.5; APOBEC3A inh: -4.8; APOBEC3G inh: -15.5; NLRP3 yeast inh: 8.1; mIAP activ: 1.01; mIAP inh: -0.6

What do the screens show for `O=C(O)c1ccc(-c2cccc(Cl)c2)o1`?
hIAP activ: 1.11; MIN6 prolif: -0.3; hIAP block: -10.9; SENP1 inh: 0.1; APOBEC3A inh: -4.2; APOBEC3G inh: -7.4; NLRP3 yeast inh: 7.9; mIAP activ: 1.01; mIAP inh: -0.7

How did Cc1nc2sc(C(=O)c3ccccc3)c(N)c2c2c1CCCC2 do in these assays?
hIAP activ: 0.926; MIN6 prolif: -0.4; hIAP block: 7.4; SENP1 inh: -27.6; APOBEC3A inh: -2.3; APOBEC3G inh: -5.7; NLRP3 yeast inh: 23.9; mIAP activ: 0.861; mIAP inh: 13.9

Results for CC(C)N1CCc2c(sc(NC(=O)c3ccc(C(=O)c4ccccc4)cc3)c2C(N)=O)C1 ?
hIAP activ: 1.13; MIN6 prolif: -7.2; hIAP block: -13.1; SENP1 inh: -74.4; APOBEC3A inh: 0.4; APOBEC3G inh: -1.9; NLRP3 yeast inh: 29.5; mIAP activ: 0.781; mIAP inh: 21.9

How did Cc1ccc(C)c(S(=O)(=O)N2CCCCC2CCNC(=O)C(=O)NC2CC2)c1 (stereo not given) do in these assays?
hIAP activ: 0.988; MIN6 prolif: -3.9; hIAP block: 1.2; SENP1 inh: 0.7; APOBEC3A inh: -0.1; APOBEC3G inh: -1.2; NLRP3 yeast inh: -1.7; mIAP activ: 0.976; mIAP inh: 2.4

How did CCCCNC(=O)CCc1c(C)nc2nc(-c3cc(OC)cc(OC)c3)nn2c1C do in these assays?
hIAP activ: 1.14; MIN6 prolif: -2.7; hIAP block: -14.4; SENP1 inh: -1.2; APOBEC3A inh: 3.7; APOBEC3G inh: -11.2; NLRP3 yeast inh: -9.2; mIAP activ: 0.863; mIAP inh: 13.7

What do the screens show for `O=C(Nc1ccc(N2CCN(C(=O)c3ccccc3)CC2)cc1)c1ccc2c(c1)OCO2`?
hIAP activ: 1.35; MIN6 prolif: -4.4; hIAP block: -34.9; SENP1 inh: 6.1; APOBEC3A inh: -2.2; APOBEC3G inh: -6.6; NLRP3 yeast inh: 17.9; mIAP activ: 1.02; mIAP inh: -1.8

How did COc1ccc(C(=O)NNC(=O)C(C)NC(=O)c2ccccc2NC(=O)c2ccco2)cc1 (stereo not given) do in these assays?
hIAP activ: 0.869; MIN6 prolif: 2.5; hIAP block: 13.1; SENP1 inh: 1.8; APOBEC3A inh: -2.3; APOBEC3G inh: -5.0; NLRP3 yeast inh: -4.8; mIAP activ: 0.924; mIAP inh: 7.6

What do the screens show for `CN1C=CC=C/C1=C1\SC(=S)N(N)C1=O`?
hIAP activ: 1.01; MIN6 prolif: -3.3; hIAP block: -0.9; SENP1 inh: 1.8; APOBEC3A inh: -7.7; APOBEC3G inh: -2.4; NLRP3 yeast inh: -7.1; mIAP activ: 0.793; mIAP inh: 20.7

What do the screens show for `O=C(Cn1cnc2c(OCc3ccccc3)ncnc21)NCCCN1CCCC1=O`?
hIAP activ: 1.1; MIN6 prolif: 0.2; hIAP block: -9.8; SENP1 inh: -0.6; APOBEC3A inh: -3.4; APOBEC3G inh: -6.8; NLRP3 yeast inh: 17.6; mIAP activ: 1.08; mIAP inh: -7.8

What do the screens show for `Cc1onc(-c2ccccc2Cl)c1C(=O)Nc1ncn[nH]1`?
hIAP activ: 0.997; MIN6 prolif: 0.0; hIAP block: 0.3; SENP1 inh: 2.2; APOBEC3A inh: -4.6; APOBEC3G inh: -6.8; NLRP3 yeast inh: 12.7; mIAP activ: 1.02; mIAP inh: -1.9

How did CCOC(=O)c1ccc(NC(=O)CSc2ncccn2)cc1 do in these assays?
hIAP activ: 0.821; MIN6 prolif: -0.6; hIAP block: 17.9; SENP1 inh: 1.3; APOBEC3A inh: 66.1*; APOBEC3G inh: 11.7; NLRP3 yeast inh: 18.1; mIAP activ: 0.974; mIAP inh: 2.6

Results for C=CCNC(=O)C1CC(=O)N(c2ccc(OCC(=O)Nc3c(C)cccc3C)cc2)C1 (stereo not given) ?
hIAP activ: 1.02; MIN6 prolif: 0.0; hIAP block: -2.2; SENP1 inh: 0.5; APOBEC3A inh: -0.9; APOBEC3G inh: -6.7; NLRP3 yeast inh: 22.1; mIAP activ: 0.982; mIAP inh: 1.8

Results for Cn1cc(C(=O)c2ccc(Cl)cc2Cl)cc1C(=O)N/N=C(\N)COc1ccc(Cl)cc1 ?
hIAP activ: 1.07; MIN6 prolif: -7.3; hIAP block: -7.0; SENP1 inh: 1.5; APOBEC3A inh: -0.9; APOBEC3G inh: -6.2; NLRP3 yeast inh: 3.1; mIAP activ: 0.949; mIAP inh: 5.1

How did O=C(O)c1cnccn1 do in these assays?
hIAP activ: 0.942; MIN6 prolif: 3.0; hIAP block: 5.8; SENP1 inh: 2.2; APOBEC3A inh: -6.6; APOBEC3G inh: -6.1; NLRP3 yeast inh: 0.1; mIAP activ: 0.955; mIAP inh: 4.5

Results for Cc1c(O)ccoc1=O ?
hIAP activ: 0.914; MIN6 prolif: -0.1; hIAP block: 8.6; SENP1 inh: 2.2; APOBEC3A inh: -0.8; APOBEC3G inh: -1.0; NLRP3 yeast inh: 8.3; mIAP activ: 0.951; mIAP inh: 4.9

How did CCc1noc(C)c1C(=O)Nc1nc(-c2cc(C)ccc2C)c(C)s1 do in these assays?
hIAP activ: 0.898; MIN6 prolif: 0.0; hIAP block: 10.2; SENP1 inh: -1.9; APOBEC3A inh: -4.2; APOBEC3G inh: -5.5; NLRP3 yeast inh: 16.0; mIAP activ: 0.896; mIAP inh: 10.4

This is a subset. The share of hits here may be higher or lower than overall.
